West Nile virus CPE – West Nile virus antiviral activity, cell-based, CPE readout (AID 1621); hit rate 0.02% among 290,000; CPE inhibition, % at 10 µM, or IC50 in µM where a hit was titrated; West Nile virus-infected cells, CPE inhibition; higher % means a stronger effect; in the data active = a potency from the dose series; inconclusive = CPE inhibition mostly from about 3.7% at the one dose, without a potency; inactive = the rest, 99 in 100 with CPE inhibition below about 2.2%; also: strong numbers were not always called active
TNAP activation fold – stimulation of alkaline phosphatase TNAP activity – biochemical, luminescent, no phosphate acceptor, uHTS, primary screen (AID 1001) | purified TNAP, luminescent activation assay, no phosphate acceptor; higher activation fold means a stronger effect | activation fold at 20 µM, or EC50 in µM where a hit was titrated | hit rate 0.03% among 200,000; in the data active = activation fold from about 3, or a potency from the dose series; inactive = the rest, 99 in 100 with activation fold below about 1.6; also: many of its hits are not listed in these tables
human PMI inhibitors – human PMI inhibitors, high substrate, primary screen, biochemical, fluorescence intensity, high mannose 6-phosphate (AID 1220); inhibition, % at 20 µM; hits with a dose series show IC50 in µM; hit rate 0.66% among 190,000; recombinant PMI enzyme, coupled fluorescence intensity; higher % means a stronger effect
PMI inhibitors – MPI enzyme activity inhibition – biochemical, fluorescence intensity, coupled assay, primary screen (AID 1209). hit rate 0.42% among 190,000. purified PMI enzyme, coupled fluorescence intensity; higher % means a stronger effect. inhibition, % at 20 µM; hits with a dose series show IC50 in µM;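 also: plate controls were DMSO vehicle for no effect and wells lacking substrate for full effect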
Salmonella PhoP GFP – PhoP-dependent GFP reporter repression – Salmonella Typhimurium, primary screen (AID 1863) | one-dose inhibition, % at 50 µM; IC50 in µM for titrated hits | S. Typhimurium PhoP-regulated promoter GFP reporter, 4 h; higher % means a stronger effect | hit rate 0.16% among 300,000;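 active = inhibition over 29.93%, a cutoff 3 SD above the screen mean, later confirmed by dose response; inconclusive = inhibition over 29.93% but no dose response follow-up; inactive = inhibition at most 29.93% or unconfirmed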;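 also: 0% = low Mg2+ inducing control and 100% = high Mg2+ repressing control; strong numbers were not always called active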
Ins promoter up – MIN6 insulin promoter up-regulation; MIN6 insulin promoter-GFP reporter, high-content imaging; active compounds read high; hit rate 0.3% among 190,000; z-score at 5 µM;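 active = z-score above 3 at 5 µM with at least 500 cells counted in the well; inconclusive = wells under 500 cells, flagged as cytotoxic or low count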
RSV antiviral HEp-2 – RSV antiviral activity via CPE protection, HEp-2 cells, primary 10 µM value included (AID 2391); HEp-2 cells, RSV-induced CPE inhibition; higher % means a stronger effect; one-dose CPE inhibition, % at 10 µM; IC50 in µM for titrated hits; hit rate 0.13% among 310,000; in the data active = a potency from the dose series; inconclusive = CPE inhibition mostly from about 23% at the one dose, without a potency; inactive = the rest, 99 in 100 with CPE inhibition below about 21%; also: strong numbers were not always called active
ER stress rescue – protection against thapsigargin-triggered cell killing – 384-well, CSM14.1, ATP luminescence, primary screen (AID 1222); CSM14.1 thapsigargin-induced death rescue, ATP luminescence; higher % means a stronger effect; cellular ATP content (survival), % at 20 µM; hits with a dose series show EC50 in µM; 190,000 tested, under 10 active;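 active = EC50 below 50 µM in the dose-response confirmation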;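 also: death triggered by thapsigargin at about 15 µM added after 2 h compound pretreatment; cell ATP read after overnight thapsigargin exposure of roughly 18 to 22 hours; normalized against plate controls of thapsigargin alone and 5% DMSO vehicle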
SV40 large T antigen – SV40 large T antigen inhibitors, biochemical (AID 1903) | hit rate 0.39% among 310,000 | SV40 large T antigen ATPase/helicase inhibition assay; higher % means a stronger effect | inhibition, % at 20 µM; hits with a dose series show IC50 in µM; in the data active = a potency from the dose series; inconclusive = inhibition mostly from about 32% at the one dose, without a potency; inactive = the rest, 99 in 100 with inhibition below about 32%; also: strong numbers were not always called active
Ins promoter up cell count – recorded beside Ins promoter up, whose call it bears; cell count; measured here: cytotoxicity, nuclei count;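 total cells summed across four imaged fields per well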
Starred values were filed as active, the others as inactive; ? = inconclusive; nt = no result given. Rule as the data show it, unless noted: active = inhibition above about 50%; inactive = the rest.

Structure	West Nile virus CPE	TNAP activation fold	human PMI inhibitors	PMI inhibitors	Salmonella PhoP GFP	Ins promoter up	Ins promoter up cell count	RSV antiviral HEp-2	ER stress rescue	SV40 large T antigen
CS(=O)(=O)NCCOc1ccc(S(=O)(=O)N2CCCc3ccccc32)cc1	-0.1%	1.1	7%	11%	-2%	nt	nt	6.4%	-1.2%	3%
O=C(O)c1ccc(N2C(=O)CC(Cc3ccccc3)C2=O)cc1 (stereo not given)	-0.2%	1	-14%	-17%	2%	0.54	1276	2.4%	2.1%	-6%
Cc1ncsc1CCSc1nc2ccccc2c(=O)n1C	-0.5%	1.1	5%	2%	1%	-0.63	1829	14%	-0.3%	9%
CC(C)=CCCC1(C)C=Cc2c(ccc3c2[nH]c2cc(O)c(C)cc23)O1 (stereo not given)	2.6%	1.1	16%	20%	-8%	-1.2	1099	-2.3%	-5.4%	-1%
CC(CNc1ccccc1O)C(=O)O (stereo not given)	-0.9%	0.9	65%*	29%	-10%	0.18	1359	0.9%	0.5%	13%
O=C(CC1C(=O)NCCN1Cc1ccc(-c2ccccc2)cc1)NCCOc1cccnc1 (stereo not given)	0.0%	1.1	17%	1%	-10%	0.13	1446	1.3%	0.9%	7%
COC(=O)c1c(NC(=O)CCNCc2ccco2)sc2c1CCC2	-0.8%	nt	nt	nt	3%	-0.26	1384	-1.8%	nt	12%
CNc1c([N+](=O)[O-])cnn1-c1ccc(F)cc1	0.6%	1	2%	11%	4%	-0.78	1458	-1.4%	0.4%	4%
Cc1cc(C)c(OCC(=O)Nc2ccc(N3CCOCC3)cc2)c(Br)c1	-0.7%	nt	nt	nt	9%	nt	nt	2.1%	nt	8%
COc1ccc(S(=O)(=O)N2CCN(c3nc4ccccc4nc3-n3nc(C)cc3C)CC2)cc1	-0.7%	1	4%	5%	-2%	-0.17	1286	nt	4.4%	4%
O=C(Cn1nc(-c2ccc3c(c2)OCCO3)ccc1=O)Nc1ccc(N2CCOCC2)cc1	-0.7%	1.1	1%	-1%	3%	-0.86	1319	3.8%	-1.1%	27%
CCC(C(=O)Nc1c2c(nn1C(C)(C)C)CS(=O)(=O)C2)c1ccccc1 (stereo not given)	0.2%	nt	nt	nt	-2%	nt	nt	1.1%	nt	25%

Limited to Ins promoter up cell count, TNAP activation fold and PMI inhibitors, for 4 of the compounds above:
| compound | Ins promoter up cell count | TNAP activation fold | PMI inhibitors |
| --- | --- | --- | --- |
| Cc1ncsc1CCSc1nc2ccccc2c(=O)n1C | 1829 | 1.1 | 2% |
| COc1ccc(S(=O)(=O)N2CCN(c3nc4ccccc4nc3-n3nc(C)cc3C)CC2)cc1 | 1286 | 1 | 5% |
| O=C(Cn1nc(-c2ccc3c(c2)OCCO3)ccc1=O)Nc1ccc(N2CCOCC2)cc1 | 1319 | 1.1 | -1% |
| COC(=O)c1c(NC(=O)CCNCc2ccco2)sc2c1CCC2 | 1384 | nt | nt |

Next part:
Structure	West Nile virus CPE	TNAP activation fold	human PMI inhibitors	PMI inhibitors	Salmonella PhoP GFP	Ins promoter up	Ins promoter up cell count	RSV antiviral HEp-2	ER stress rescue	SV40 large T antigen
CCC(=O)N1CCc2cc(S(=O)(=O)CCC(=O)Nc3cccc(C)n3)ccc21	-0.2%	1	-19%	-19%	11%	0.82	1193	1.6%	-1.3%	2%
Cc1nnc(SCC(=O)NNC(=O)c2ccc(Br)cc2)n1C	0.0%	1.2	nt	nt	1%	-0.02	1705	1.0%	0.2%	9%
CCn1cc(C(=O)NCc2ccc(OC)cc2)c(=O)c2ccc(C)nc21	-0.7%	nt	nt	nt	4%	nt	nt	0.8%	nt	2%
Cc1cc(OC(C)C(=O)NCCCN2CCOCC2)c2c(C)cc(=O)oc2c1 (stereo not given)	0.6%	nt	nt	nt	2%	nt	nt	0.1%	nt	4%
Cc1ccccc1-n1c(=O)cc(N2CCC3(CC2)OCCO3)[nH]c1=O	1.6%	1.1	7%	-1%	7%	0.38	1141	1.3%	7.3%	12%
CCN(CC)S(=O)(=O)c1ccc(C)c(NC(=S)NNC(=O)C2CC2)c1	0.2%	2.2	-6%	4%	-1%	0.47	1341	1.4%	-3.2%	22%
CCCCC(CC)CNC(=O)/C=C/c1ccc(F)cc1 (stereo not given)	-1.5%	1.1	9%	1%	-2%	-0.32	1425	4.6%	-1.4%	9%
O=c1cc(CSc2nnc(-c3cccs3)n2Cc2ccccc2)nc2sc3ccccc3n12	-0.4%	1.1	7%	8%	-4%	?	nt	15%	1.5%	8%
COC(=O)[C@H](C)NC(=O)Nc1cccc(C)c1	-0.1%	1.1	2%	3%	-1%	0.17	1593	0.1%	-1.5%	-3%
Cc1ccc(C(=O)NCCNc2ccc([N+](=O)[O-])cc2C(F)(F)F)cc1	-1.2%	1	0%	11%	22%	-0.43	1156	4.7%	-1.8%	5%
COc1ccc(S(=O)(=O)NNC(=O)Nc2ccc(F)cc2F)c(OC)c1	0.3%	nt	nt	nt	-1%	nt	nt	1.1%	nt	11%
CCN(CC)S(=O)(=O)c1ccc(NC(=O)CN(c2ccc(OC)cc2OC)S(C)(=O)=O)cc1	0.1%	1.1	20%	20%	-3%	0.23	1185	3.2%	nt	4%
CCc1c(C(=O)c2ccc(Cl)cc2)oc2c(C)c3oc(=O)cc(C)c3cc12	-0.1%	1	-6%	-4%	4%	nt	nt	1.3%	1.1%	74%
CC1CNc2c(cccc2S(=O)(=O)N[C@@H](CCCN=C(N)N)C(=O)N2CC[C@@H](C)C[C@@H]2C(=O)O)C1 (stereo not given in full)	0.1%	1.1	0%	7%	6%	0.61	1426	nt	-0.9%	-1%
CC(C)CCNC(=O)c1cc2c(=O)n3ccccc3nc2s1	-0.1%	nt	nt	nt	-3%	nt	nt	5.2%	nt	3%
O=C(Cc1cccs1)N1CCN(c2ccc(F)cc2)CC1	0.2%	1.1	6%	-1%	-2%	nt	nt	1.0%	-1.6%	-4%
CC1C(=O)C(C)C(c2ccc([N+](=O)[O-])cc2)NC1c1ccc([N+](=O)[O-])cc1 (stereo not given)	-1.9%	1	nt	nt	-4%	nt	nt	1.5%	-1.1%	7%
CC(=O)Cc1nsc(NC(=O)c2ccc(F)cc2)n1	-0.4%	1	4%	0%	5%	nt	nt	-0.9%	-0.8%	8%
O=[N+]([O-])c1ccc2c(c1)C(N1CCOCC1)/C(=C/C1(O)CCCCC1)O2 (stereo not given)	-0.6%	1.1	-5%	-6%	-1%	1.8	1517	1.0%	-2.0%	1%
COc1ccc(Cn2nnnc2C(c2ccc(C)cc2)N2CCN(C3CCCC3)CC2)cc1 (stereo not given)	-0.5%	1.1	-5%	-4%	3%	0.16	855	-1.7%	1.4%	-4%
C=CCOc1ccc(C(=O)Nc2ccc(OCC)cc2)cc1	0.1%	1.1	-2%	-6%	6%	-0.6	1538	2.0%	-1.6%	18%
C=CCSc1nnc2c(n1)OC(c1ccco1)Nc1ccccc1-2 (stereo not given)	-0.1%	1.1	23%	1%	-20%	0.08	1398	0.5%	-0.7%	17%
COc1ccccc1N1CCN(C(CNS(=O)(=O)c2cc(F)ccc2F)c2cccnc2)CC1 (stereo not given)	-0.9%	1	2%	-5%	2%	0.24	1314	2.9%	-2.4%	6%
O=C(NNC1CC(=O)N(c2ccc(Cl)cc2)C1=O)c1ccco1 (stereo not given)	-0.2%	1.2	-6%	-13%	0%	0.14	1253	0.3%	0.9%	5%
CCCC[n+]1ccn(C2=C([O-])c3ccccc3C(=O)/C2=N\S(=O)(=O)c2ccccc2)c1	1.2%	0.9	46%	5%	3%	-0.05	1583	2.3%	-1.3%	-3%
O=c1sc2ccccc2c(N2CCN(c3ccccc3)CC2)c1[N+](=O)[O-]	0.5%	1	-10%	-10%	-5%	0.1	1519	0.3%	-0.5%	17%
COc1ccc(N)cc1S(=O)(=O)Nc1ccccc1Cl	-0.6%	nt	nt	nt	-14%	1.5	1001	0.7%	nt	17%
O=C(CSc1cccc2cccnc12)Nc1cccc(S(=O)(=O)N2CCOCC2)c1	-0.2%	1.1	-1%	-2%	1%	0.7	1456	0.5%	-1.1%	5%
Cc1ccnn1CCC(=O)N1CCCC(CCC(=O)NCc2ccccc2F)C1 (stereo not given)	-0.9%	1.1	1%	4%	2%	0.03	1485	1.6%	1.6%	20%
CCN1C(=O)N[C@H](c2ccccc2)C(C(C)=O)=C1C	0.0%	nt	nt	nt	5%	nt	nt	0.5%	nt	14%
O=C(NC1CCCC1)c1cc(-c2cccs2)on1	nt	1.1	2%	0%	-1%	0.19	1503	-2.8%	-1.1%	0%
CC(C)Cc1nc(N2CCOCC2)c(C#N)c2c1CCC2	-0.4%	1	9%	1%	-7%	0.11	1682	1.6%	1.2%	15%
CCOC(=O)CNC(c1ccccc1)c1cc(Br)ccc1NC(C)=O (stereo not given)	-1.2%	1.1	5%	6%	-2%	-0.65	1390	0.1%	-1.4%	17%
COc1ccc(C2C3=C(CCCC3=O)Nc3nc(C(F)(F)F)nn32)cc1OC (stereo not given)	0.8%	1	10%	12%	11%	1.2	1280	2.5%	-2.8%	4%
Nc1c(Cl)cc(-c2csc(N3CCCC3c3nc4cc(Cl)c(Cl)cc4n3CCOCCO)n2)cc1Cl (stereo not given)	-1.3%	nt	nt	nt	-2%	nt	nt	4.2%	nt	19%
Cc1ccc(NC(=O)C2CCCN2C(=O)NC2CCCCC2)cc1C (stereo not given)	-0.2%	1.1	1%	0%	-3%	0.75	1389	5.8%	-2.4%	-3%
Cc1sc2nc(CN(Cc3cccs3)C(=O)NC3CCCCC3)[nH]c(=O)c2c1C	0.8%	1.1	-4%	-5%	27%	-0.51	1160	?	2.8%	-8%
Cc1cc(C)n(-c2ccc(C(=O)OCC(=O)Nc3ccc([N+](=O)[O-])cc3)cc2)n1	-0.2%	1	13%	20%	30%	nt	nt	0.2%	-3.9%	-1%
O=c1[nH]c(Cc2ccccc2)nc2scc(-c3ccccc3)c12	-0.3%	1.2	-5%	-7%	-10%	-0.9	864	0.2%	-0.4%	6%
CCOC(=O)CC1C(=O)NCCN1C(=O)COc1ccc(Br)cc1C (stereo not given)	-0.3%	1.3	5%	6%	-9%	0.01	1877	-0.1%	-1.7%	2%
CCN(CC(=O)Nc1c(F)cccc1F)C(=O)c1ccc(C#N)cc1	0.0%	nt	nt	nt	3%	nt	nt	-1.2%	nt	5%
O=[N+]([O-])c1cc(-c2csc(NCCc3nc4cc(Cl)c(N5CCCCC5)cc4n3CCCO)n2)ccc1Cl	0.6%	nt	nt	nt	-1%	nt	nt	5.7%	nt	21%

Screening results deposited in PubChem by several laboratories.

Compounds as they come; about 1.5% have a hit in one of these screens.
